NR2F2 inh = inhibitors of human COUP-TFII (NR2F2) | actives 0.7% (n = 370,000) | HEK293T NGFI-A luciferase reporter, luminescence | P24468 | inhibition, % at 8.6 µM;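 active means inhibition above a per-plate cutoff, mean inhibition of test wells between control levels plus 3 SD, cut at about 38% in these data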;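 further: cells cotransfected with COUP-TFII expression vector driving the NGFI-A reporter; 0% = median of COUP-TF2 test wells and 100% = reporter-only cells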
TROY NFkB inh = TROY signaling inhibition | inhibition, % at 10 µM | AID 1347056 | actives 0.98% (n = 360,000) | Q293 LMP1-TROYcd NF-kB luciferase reporter, 4 h;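 active means compounds whose plate-normalised and pattern-corrected inhibition of the luciferase reporter signal at the single screening dose is 50% or more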
CF NFkB inh = inhibitors of cystic fibrosis induced NF-kB | actives 0.86% (n = 360,000) | inhibition, % at 5 µM | KKLEB NF-kB-GFP reporter, PAF-induced, GFP fluorescence overnight;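 active means at least 50% inhibition at 5 µM, scaled per plate between neutral and stimulator controls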;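 further: PAF is a Pseudomonas aeruginosa culture filtrate used as stimulus; plate controls were PAF-stimulated DMSO wells for no effect and unstimulated DMSO wells for full effect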
KKLEB tox = reduces viability of KKLEB cystic fibrosis airway cells. KKLEB CF airway cells viability, ATPlite luminescence, overnight; active compounds read low; cells stimulated with P. aeruginosa culture filtrate. activity change (cytotoxicity), % at 5 µM. actives 0.36% (n = 360,000). AID 602141;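 active means corrected activity change at or below -50% at 5 µM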
NCOA2 inhibitor = inhibits human steroid receptor coactivator 2; Q15596; HEK293 GAL4-SRC2 luciferase reporter, luminescence; inhibition, % at 9 µM; actives 0.17% (n = 370,000); AID 651957;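 active means inhibition above the mean inhibition of all tested compounds plus 3 SD, set per campaign, cut at about 52% in these data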;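 further: 0% = DMSO treated cells and 100% = cells given Gossypol at 36 µM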
TRAIL sens C8 = caspase-8 TRAIL sensitization | NB7+C8 cells + TRAIL, ATPlite viability luminescence | inhibition (viability loss, TRAIL sensitization), % at 10 µM | actives 1% (n = 360,000) | AID 624354;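 active means compounds causing at least 50% loss of cell viability in the single-dose screen, relative to plate controls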
LRH-1 inv ag = inverse agonists of human LRH-1 (NR5A2); actives 0.13% (n = 360,000); O00482; HEK293T StAR-luciferase reporter, LRH-1 transfected, 24 h; AID 602396; inhibition, % at 3.6 µM;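 active means inhibition above the mean inhibition of all tested compounds plus 3 SD, cut at about 73% in these data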;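 further: 0% = DMSO wells and 100% = reporter-only cells lacking LRH-1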
LMP1 NFkB inh = inhibitors of Epstein-Barr LMP1-induced NF-kappaB reporter | actives 0.69% (n = 350,000) | LMP1-induced NF-kappaB luciferase reporter cells, luminescence | AID 504558 | inhibition, % at 12.5 µM; in the data active means inhibition above about 41%;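 further: 0% = neutral control wells and 100% = reference inhibitor control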
SRC3 inh = inhibits human SRC3 coactivator; Q9Y6Q9; HEK293 GAL4-SRC3 luciferase reporter, luminescence; inhibition, % at 3.6 µM; actives 0.17% (n = 360,000); AID 588352;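 active means inhibition above a per-campaign cutoff, the mean of all compounds plus 3 SD, cut at about 60% in these data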;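 further: 0% = DMSO-treated cells and 100% = gossypol-treated cells at 36 µM; higher means less SRC3-driven luciferase light from the GAL4 reporter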
SRC1 inh = inhibits human SRC1 coactivator. Q15788. HEK293 GAL4-SRC1 luciferase reporter, luminescence. inhibition, % at 3.6 µM. actives 0.12% (n = 360,000). AID 588354;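 active means inhibition above the campaign mean plus 3 SD, with each screening campaign given its own cutoff, cut at about 60% in these data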;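 further: 0% = DMSO treated cells and 100% = gossypol at 36 µM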
Target sequence (Q15788 whole entry, looked up, the tested form may be a part): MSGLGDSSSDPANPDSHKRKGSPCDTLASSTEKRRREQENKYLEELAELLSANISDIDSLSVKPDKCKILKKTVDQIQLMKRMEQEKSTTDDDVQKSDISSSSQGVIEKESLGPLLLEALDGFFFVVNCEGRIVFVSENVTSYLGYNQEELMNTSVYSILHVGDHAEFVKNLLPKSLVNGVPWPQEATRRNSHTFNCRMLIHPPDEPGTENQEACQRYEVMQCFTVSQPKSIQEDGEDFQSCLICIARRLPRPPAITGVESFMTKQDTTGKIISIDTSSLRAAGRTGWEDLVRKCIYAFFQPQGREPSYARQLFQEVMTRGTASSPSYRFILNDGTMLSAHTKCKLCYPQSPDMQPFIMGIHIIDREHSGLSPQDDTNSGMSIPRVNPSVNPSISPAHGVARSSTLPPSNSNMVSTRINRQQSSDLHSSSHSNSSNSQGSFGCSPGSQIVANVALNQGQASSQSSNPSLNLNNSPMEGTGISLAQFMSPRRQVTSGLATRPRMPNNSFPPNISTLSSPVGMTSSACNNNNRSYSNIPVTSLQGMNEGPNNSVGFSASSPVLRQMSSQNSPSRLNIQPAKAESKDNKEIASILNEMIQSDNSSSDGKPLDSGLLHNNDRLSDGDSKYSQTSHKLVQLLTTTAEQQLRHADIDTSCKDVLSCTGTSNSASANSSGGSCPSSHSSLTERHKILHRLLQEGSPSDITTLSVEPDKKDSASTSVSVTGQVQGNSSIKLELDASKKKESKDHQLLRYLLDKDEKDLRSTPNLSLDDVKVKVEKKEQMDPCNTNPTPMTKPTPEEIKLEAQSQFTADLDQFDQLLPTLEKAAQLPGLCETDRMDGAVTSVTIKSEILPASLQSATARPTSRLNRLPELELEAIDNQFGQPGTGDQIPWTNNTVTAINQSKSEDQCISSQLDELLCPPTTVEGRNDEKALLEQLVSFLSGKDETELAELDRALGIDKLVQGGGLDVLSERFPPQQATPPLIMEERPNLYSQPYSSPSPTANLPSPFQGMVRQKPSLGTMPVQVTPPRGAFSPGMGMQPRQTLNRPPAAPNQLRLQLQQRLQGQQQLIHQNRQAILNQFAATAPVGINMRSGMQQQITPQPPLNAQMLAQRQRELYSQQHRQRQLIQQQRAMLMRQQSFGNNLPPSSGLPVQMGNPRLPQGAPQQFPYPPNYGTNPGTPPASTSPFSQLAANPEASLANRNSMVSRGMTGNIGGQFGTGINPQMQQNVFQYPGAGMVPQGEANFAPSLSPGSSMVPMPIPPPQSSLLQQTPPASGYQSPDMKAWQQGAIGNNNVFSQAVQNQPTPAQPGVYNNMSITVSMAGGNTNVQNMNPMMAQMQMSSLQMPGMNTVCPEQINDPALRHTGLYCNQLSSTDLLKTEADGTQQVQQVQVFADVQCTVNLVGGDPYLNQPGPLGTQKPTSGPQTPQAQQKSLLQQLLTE
TWEAK-Fn14 inh = inhibitors of TWEAK-Fn14 interaction signaling | TWEAK-stimulated Fn14 reporter cells, luciferase luminescence, 8 h | actives 2% (n = 360,000) | inhibition, % at 10 µM; in the data active means inhibition above about 50%
Numbers without * were called inactive.

Screening O=c1c2ccccc2ncn1CCCSc1ccc(Cl)cc1 returned NR2F2 inh 1, TROY NFkB inh -15, CF NFkB inh -9, KKLEB tox 0, NCOA2 inhibitor -17, TRAIL sens C8 -4, LRH-1 inv ag -21, LMP1 NFkB inh -7, SRC3 inh 14, SRC1 inh -20 and TWEAK-Fn14 inh -5.
For O=C(CNS(=O)(=O)c1ccc(C(=O)N2CCCCC2)cc1)N1CCCCC1 the results were NR2F2 inh 17, TROY NFkB inh 10, CF NFkB inh 6, KKLEB tox 1, NCOA2 inhibitor -10, TRAIL sens C8 -6, LRH-1 inv ag 15, LMP1 NFkB inh -3, SRC3 inh 22, SRC1 inh -13 and TWEAK-Fn14 inh 0.
For O=[N+]([O-])c1ccc(O)c(-c2cc(C(F)(F)F)nc(-c3ccccc3)n2)c1 the results were NR2F2 inh 3, TROY NFkB inh 8, CF NFkB inh 72*, KKLEB tox -65*, NCOA2 inhibitor 12, TRAIL sens C8 44, LRH-1 inv ag 0, LMP1 NFkB inh 35, SRC3 inh -4, SRC1 inh -16 and TWEAK-Fn14 inh 75*.
For COC(=O)c1sc(N)c(C(=O)OC)c1CSc1nnc(-c2ccccc2Cl)n1C the results were NR2F2 inh -23, TROY NFkB inh -1, CF NFkB inh -5, KKLEB tox -17, NCOA2 inhibitor -3, TRAIL sens C8 3, LRH-1 inv ag 13, LMP1 NFkB inh 5, SRC3 inh -10, SRC1 inh -26 and TWEAK-Fn14 inh 8.
For Cc1cc([N+](=O)[O-])c(-c2ccc(/C=N/n3cnnc3)o2)cc1Cl the results were NR2F2 inh 7, TROY NFkB inh 16, CF NFkB inh -18, KKLEB tox 3, NCOA2 inhibitor -32, TRAIL sens C8 -15, LRH-1 inv ag 30, LMP1 NFkB inh 11, SRC3 inh 16, SRC1 inh -19 and TWEAK-Fn14 inh -1.
`O=C(Nc1ccc(F)cc1)N1CCN(c2ccc3nnc(-c4ccc(F)cc4)n3n2)CC1` gave NR2F2 inh 0, TROY NFkB inh -19, CF NFkB inh -66, KKLEB tox -8, NCOA2 inhibitor -9, TRAIL sens C8 11, LRH-1 inv ag 14, LMP1 NFkB inh -3, SRC3 inh 2, SRC1 inh 2 and TWEAK-Fn14 inh -44.
For C=CCOC(=O)Nc1snnc1C the results were NR2F2 inh 16, TROY NFkB inh 5, CF NFkB inh 16, KKLEB tox 0, NCOA2 inhibitor -11, TRAIL sens C8 1, LRH-1 inv ag -4, LMP1 NFkB inh 7, SRC3 inh 10, SRC1 inh -2 and TWEAK-Fn14 inh -4.
For Cc1cc(=O)oc2cc(OCC(=O)OCC(=O)N3CCC(C)CC3)ccc12 the results were NR2F2 inh -8, TROY NFkB inh -14, CF NFkB inh 8, KKLEB tox 8, NCOA2 inhibitor -6, TRAIL sens C8 -6, LRH-1 inv ag -16, LMP1 NFkB inh -4, SRC3 inh 15, SRC1 inh -6 and TWEAK-Fn14 inh 2.
Screening C=CCn1c(COc2ccc(F)cc2)nnc1SCC(=O)NC1CC1 returned NR2F2 inh -8, TROY NFkB inh 0, CF NFkB inh -2, KKLEB tox -4, NCOA2 inhibitor 3, TRAIL sens C8 16, LRH-1 inv ag 4, LMP1 NFkB inh -8, SRC3 inh -33, SRC1 inh 5 and TWEAK-Fn14 inh 6.
`COc1ccc(Nc2nc(N)c([N+](=O)[O-])c(N3CCCC3)n2)cc1` gave NR2F2 inh -3, TROY NFkB inh 8, CF NFkB inh 4, KKLEB tox -2, NCOA2 inhibitor -25, TRAIL sens C8 9, LRH-1 inv ag 10, SRC3 inh -19, SRC1 inh 6 and TWEAK-Fn14 inh 2.
Cn1c(CCN2CCCCC2)nc2cc(NS(=O)(=O)c3ccccc3)ccc21 was read as NR2F2 inh -52, TROY NFkB inh 7, CF NFkB inh 12, KKLEB tox -15, NCOA2 inhibitor -1, TRAIL sens C8 -6, LRH-1 inv ag -4, LMP1 NFkB inh 8, SRC3 inh -13, SRC1 inh 9 and TWEAK-Fn14 inh 21.
For COc1ccc(C(=O)OCc2c(C)noc2C)cc1 the results were NR2F2 inh 12, TROY NFkB inh -15, CF NFkB inh -10, KKLEB tox 12, NCOA2 inhibitor -3, TRAIL sens C8 -2, LRH-1 inv ag -14, LMP1 NFkB inh -5, SRC3 inh -7, SRC1 inh -5 and TWEAK-Fn14 inh -2.

Among those listed so far, these have a Cl atom.
Screening O=c1c2ccccc2ncn1CCCSc1ccc(Cl)cc1 returned NR2F2 inh 1, TROY NFkB inh -15, CF NFkB inh -9, KKLEB tox 0, NCOA2 inhibitor -17, TRAIL sens C8 -4, LRH-1 inv ag -21, LMP1 NFkB inh -7, SRC3 inh 14, SRC1 inh -20 and TWEAK-Fn14 inh -5.
For COC(=O)c1sc(N)c(C(=O)OC)c1CSc1nnc(-c2ccccc2Cl)n1C the results were NR2F2 inh -23, TROY NFkB inh -1, CF NFkB inh -5, KKLEB tox -17, NCOA2 inhibitor -3, TRAIL sens C8 3, LRH-1 inv ag 13, LMP1 NFkB inh 5, SRC3 inh -10, SRC1 inh -26 and TWEAK-Fn14 inh 8.
For Cc1cc([N+](=O)[O-])c(-c2ccc(/C=N/n3cnnc3)o2)cc1Cl the results were NR2F2 inh 7, TROY NFkB inh 16, CF NFkB inh -18, KKLEB tox 3, NCOA2 inhibitor -32, TRAIL sens C8 -15, LRH-1 inv ag 30, LMP1 NFkB inh 11, SRC3 inh 16, SRC1 inh -19 and TWEAK-Fn14 inh -1.

Additional results:
`CC(CCc1ccccc1)NC(=O)COC(=O)c1ccc(S(C)(=O)=O)c([N+](=O)[O-])c1` (stereo not drawn) gave NR2F2 inh 5, TROY NFkB inh 70*, CF NFkB inh 91*, KKLEB tox -64*, NCOA2 inhibitor 5, TRAIL sens C8 1, LRH-1 inv ag -35, LMP1 NFkB inh -1, SRC3 inh -1, SRC1 inh -12 and TWEAK-Fn14 inh 71*.
For CC(C)C(=O)N1CCN(c2ccccc2NC(=O)c2cc([N+](=O)[O-])ccc2N2CCOCC2)CC1 the results were NR2F2 inh 8, TROY NFkB inh -2, CF NFkB inh -17, KKLEB tox -6, NCOA2 inhibitor 21, TRAIL sens C8 10, LRH-1 inv ag 4, LMP1 NFkB inh -14, SRC3 inh 24, SRC1 inh 8 and TWEAK-Fn14 inh 6.
`O=C(NCc1ccccc1)c1cccc(Br)n1` gave NR2F2 inh 14, TROY NFkB inh -5, CF NFkB inh 11, KKLEB tox -12, NCOA2 inhibitor 5, TRAIL sens C8 2, LRH-1 inv ag -18, LMP1 NFkB inh -5, SRC3 inh -1, SRC1 inh -33 and TWEAK-Fn14 inh 0.
For Cc1cc2nc(-c3cccc(Cl)c3)c(Cc3cccc(Cl)c3)n2c(C)c1Br the results were NR2F2 inh 1, TROY NFkB inh -13, NCOA2 inhibitor -80, TRAIL sens C8 -5, LRH-1 inv ag -18 and TWEAK-Fn14 inh 29.
Screening COc1ccc(N(CC(=O)N2CCOCC2)S(C)(=O)=O)cc1Cl returned NR2F2 inh 4, TROY NFkB inh 17, CF NFkB inh -10, KKLEB tox 5, NCOA2 inhibitor -33, TRAIL sens C8 7, LRH-1 inv ag 7, LMP1 NFkB inh 1, SRC3 inh -2, SRC1 inh 9 and TWEAK-Fn14 inh -1.
`CCn1c(SCC(=O)N2c3ccccc3Sc3ccccc32)nc2c1c(=O)n(C)c(=O)n2C` gave NR2F2 inh 16, TROY NFkB inh 4, CF NFkB inh 32, KKLEB tox -5, NCOA2 inhibitor -3, TRAIL sens C8 30, LRH-1 inv ag 12, LMP1 NFkB inh 3, SRC3 inh 0, SRC1 inh 7 and TWEAK-Fn14 inh -5.
CCCCC(=O)Nc1c(-c2cccc(OC)c2)c(=O)c2ccccc2n1C was read as NR2F2 inh -4, TROY NFkB inh 14, CF NFkB inh -19, KKLEB tox 10, NCOA2 inhibitor -12, TRAIL sens C8 -38, LRH-1 inv ag 10, LMP1 NFkB inh 0, SRC3 inh -7, SRC1 inh -4 and TWEAK-Fn14 inh 2.
For CCn1c(=O)c2cc(C(=O)NC(C)C)sc2c2ccccc21 the results were NR2F2 inh -52, TROY NFkB inh -8, CF NFkB inh -3, KKLEB tox -6, NCOA2 inhibitor -54, TRAIL sens C8 12, LRH-1 inv ag 3, LMP1 NFkB inh 7, SRC3 inh 22, SRC1 inh -23 and TWEAK-Fn14 inh 18.
For COc1cc(SC)ccc1C(=O)OCC(=O)NCCNC(=O)COC(=O)c1ccc(SC)cc1OC the results were NR2F2 inh 4, TROY NFkB inh -9, CF NFkB inh -29, KKLEB tox 4, NCOA2 inhibitor -15, TRAIL sens C8 -1, LRH-1 inv ag -7, LMP1 NFkB inh 4, SRC3 inh 5, SRC1 inh 2 and TWEAK-Fn14 inh -22.
For C/C(Cc1ccccc1)=N\NC(=O)CNC(=O)/C=C\c1ccccc1 the results were NR2F2 inh 4, TROY NFkB inh -12, CF NFkB inh -13, KKLEB tox 2, NCOA2 inhibitor 13, TRAIL sens C8 -9, LRH-1 inv ag 10, SRC3 inh 17, SRC1 inh -5 and TWEAK-Fn14 inh -7.
For O=C(NNC(=S)NC(=O)c1ccccc1)c1ccc([N+](=O)[O-])cc1 the results were NR2F2 inh -16, TROY NFkB inh -10, CF NFkB inh -6, KKLEB tox -6, NCOA2 inhibitor 4, TRAIL sens C8 8, LRH-1 inv ag -6, LMP1 NFkB inh 6, SRC3 inh -25, SRC1 inh -19 and TWEAK-Fn14 inh -26.
`C=CCNc1nc(C(=O)OCC)nc2ccccc12` gave NR2F2 inh -14, TROY NFkB inh 6, CF NFkB inh -10, KKLEB tox 24, NCOA2 inhibitor 24, TRAIL sens C8 5, LRH-1 inv ag -1, LMP1 NFkB inh -5, SRC3 inh 1, SRC1 inh -6 and TWEAK-Fn14 inh 9.
For N=c1c(C(=O)NCc2ccco2)cc2c(=O)n3ccccc3nc2n1Cc1ccccc1 the results were NR2F2 inh -2, TROY NFkB inh 1, CF NFkB inh -2, KKLEB tox 3, NCOA2 inhibitor -2, TRAIL sens C8 3, LRH-1 inv ag -12, LMP1 NFkB inh 11, SRC3 inh 0, SRC1 inh -4 and TWEAK-Fn14 inh -15.
For Cc1cc(C(C)(C)CC(C)(C)C)ccc1OCCOCC[N+](C)(C)Cc1ccccc1 the results were NR2F2 inh 17, TROY NFkB inh 42, CF NFkB inh 63*, KKLEB tox -22, NCOA2 inhibitor -10, TRAIL sens C8 43, LRH-1 inv ag -20, LMP1 NFkB inh 9, SRC3 inh -15, SRC1 inh 9 and TWEAK-Fn14 inh 37.
For CCOc1cccc(CN2CCC(n3nccc3NC(=O)C3CCCC3)CC2)c1 the results were NR2F2 inh -5, TROY NFkB inh 0, CF NFkB inh -36, KKLEB tox 11, NCOA2 inhibitor 21, TRAIL sens C8 -16, LRH-1 inv ag -17, LMP1 NFkB inh 3, SRC3 inh 10, SRC1 inh -33 and TWEAK-Fn14 inh -8.

Bioassay records as filed in PubChem BioAssay.

Compounds as they come, and some 4.2% of all compounds hit somewhere here.
